FBPA Giardia inh: qHTS Assay for Inhibitors of Fructose-1,6-bisphosphate Aldolase from Giardia Lamblia | AID 2451, 2010 | Potency, µM (doses to about 59.6 µM), inactives show at the highest dose activity, negative = inhibition, actives largely listed as inhibitors | 290,000 compounds, 0.71% hits | purified Giardia FBPA; also: potency is read from the fitted curve at half-maximal effect; nearly all actives have a fitted effect of over 55% in size
Target sequence (A8B2U2 whole entry, looked up): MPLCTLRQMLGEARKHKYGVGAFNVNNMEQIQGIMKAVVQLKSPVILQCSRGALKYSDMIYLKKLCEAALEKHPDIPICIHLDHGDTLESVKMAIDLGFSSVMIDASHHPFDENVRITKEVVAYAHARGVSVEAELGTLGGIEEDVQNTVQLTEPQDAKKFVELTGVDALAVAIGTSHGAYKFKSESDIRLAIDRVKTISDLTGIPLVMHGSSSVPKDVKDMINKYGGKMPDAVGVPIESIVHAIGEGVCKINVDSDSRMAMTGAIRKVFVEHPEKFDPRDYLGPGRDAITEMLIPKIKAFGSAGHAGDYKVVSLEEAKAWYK
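40 nM FBPA preincubated 10 min at RT with compound (up to 57.5 uM final), then substrate plus GAPDH/TPI/NAD/arsenate coupling and diaphorase/resazurin added. Fluorescence read after 20 min at RT, 525/598 nm.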
HCMV inh: qHTS Assay for inhibitors of the human cytomegalovirus (HCMV) | HFF cells, HCMV-luciferase reporter, 72 h; stronger effect = lower value | activity change, negative = inhibition, % at 57.5 µM | 410,000 compounds, 4.5% hits | AID 1259415, 2018; in the data active = activity change below about -60%; inconclusive = no clear call, values can overlap the other calls; inactive = above about -39%
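Compounds were evaluated in HFFs infected with an HCMV luciferase reporter virus (MOI 1 PFU/cell). Luciferase in lysates collected 72 h post infection served as the replication measure.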
Sm TGR inh: qHTS Assay for the Inhibitors of Schistosoma Mansoni Peroxiredoxins | purified TGR, DTNB reduction, TNB absorbance 405 nm | Potency, µM (doses to about 114 µM), for inactives: at the highest dose activity change, negative = inhibition, actives largely listed as inhibitors | 360,000 compounds, 3% hits | AID 485364, 2010; also: potency is read from the fitted curve at half-maximal effect; nearly all actives have a fitted effect of over 60% in size
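First, TGR (20 nM dispensed) and NADPH were mixed with compound. Second, a 15 min room-temperature incubation followed. Third, further NADPH and then DTNB were added to start the reaction. Finally, TNB absorbance was monitored kinetically.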
AmpC inh no detg: qHTS Inhibitors of AmpC Beta-Lactamase (assay without detergent) | 330,000 compounds, 0.52% hits | AmpC nitrocefin hydrolysis, absorbance 480 nm, 0.0001% Triton | AID 485341, 2010 | P00811 | Potency, µM (top dose mostly 57.1 µM), for inactives: at the highest dose activity change, negative = inhibition, actives largely listed as inhibitors;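 also: potency is read from the fitted curve at half-maximal effect; plate controls were no compound for no effect and no enzyme for full effect; nearly all actives have a fitted effect of over 20% in size; some results filed as inactive show a strong effect at the top dose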
Target sequence (P00811 whole entry, looked up): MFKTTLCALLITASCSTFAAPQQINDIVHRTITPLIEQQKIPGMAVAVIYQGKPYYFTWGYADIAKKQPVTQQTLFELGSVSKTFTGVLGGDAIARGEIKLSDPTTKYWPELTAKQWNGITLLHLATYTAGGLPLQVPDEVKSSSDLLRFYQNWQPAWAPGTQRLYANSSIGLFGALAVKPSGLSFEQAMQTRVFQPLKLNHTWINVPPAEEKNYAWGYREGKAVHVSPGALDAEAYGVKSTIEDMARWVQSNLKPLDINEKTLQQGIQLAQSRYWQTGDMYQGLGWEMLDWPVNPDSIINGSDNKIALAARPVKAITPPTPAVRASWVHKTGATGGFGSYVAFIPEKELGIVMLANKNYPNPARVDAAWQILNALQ
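20 mM phosphate pH 7.0 + 0.01% (detergent screen) or 0.0001% Triton X-100; 5.3 nM AmpC reagent; cpd preinc 15 min RT; nitrocefin (800 uM stock) to start; A480 q20 s × 4 min; Activity was normalised to no-enzyme and no-compound control wells.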
AmpC detergent: qHTS Inhibitors of AmpC Beta-Lactamase (assay with detergent); P00811; AmpC hydrolysis of nitrocefin, absorbance 480 nm, 0.01% Triton; Potency, µM (highest dose often 114 µM), inactives show at the top dose activity change, negative = inhibition, usual class: inhibitors; 370,000 compounds, 0.041% hits; AID 485294, 2010;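 also: potency is read from the fitted curve at half-maximal effect; 0% = no-compound wells and -100% = no-enzyme wells; nearly all actives have a fitted effect of over 25% in size; some results filed as inactive show a strong effect at the top dose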
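AmpC (5.3 nM in the dispensed reagent) in 20 mM phosphate pH 7.0 with 0.01% (detergent screen) or 0.0001% Triton X-100 was preincubated with compounds for 15 min at room temperature. Nitrocefin was then added from an 800 uM solution, and hydrolysis was followed at 480 nm.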
AMA1 RON2 block: qHTS for Inhibitors of AMA1-RON; Towards Development of Antimalarial Drug Lead: Primary Screen; Plasmodium falciparum AMA1 (3D7) - RON2 peptide interaction; AlphaScreen AMA1-biotinylated RON2 peptide binding; Potency, µM (doses to about 58.2 µM), for the others: top-dose activity change, negative = inhibition, actives largely listed as inhibitors; 360,000 compounds, 0.2% hits; AID 720542, 2013;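 also: potency is read from the fitted curve at half-maximal effect; 0% = vehicle wells and -100% = peptide control; nearly all actives have a fitted effect of over 45% in size; some results filed as inactive show a strong effect at the top dose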
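AMA1 (3D7) with his tag at 25 nM final met compounds first, then biotinylated RON2 peptide at 25 nM; detection used donor plus acceptor beads, 10 µg/mL apiece, read by AlphaScreen after 30 min at room temperature.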
The depositor's hits bear a star; ? = inconclusive; . = no result given; [ ] = another dose, or the depositor's remark. Unless noted, calls follow the shape of the dose curve; as a rule, active = well fitted curve in the direction sought with a large enough effect; inconclusive = small, poorly fitted or top-dose-only effect, or another doubt; inactive = no such curve, though single readings can be large; an effect the other way counts as inactive or inconclusive. Unless noted, % is scaled to controls: 0 for no effect and ±100 for the full control effect.

smiles,AMA1 RON2 block,HCMV inh,Sm TGR inh,AmpC inh no detg,AmpC detergent,FBPA Giardia inh
C=CCNc1ncnc2c1[nH]c1ccccc12,-3%,-9,4%,-25%,-3%,-14%
COc1ccccc1N(CN1CCCC1=O)C(=O)c1c(F)cccc1F,12%,-31,0%,3%,-11%,1%
O=C(CCC(=O)NNc1nc2ccccc2c2nc(-c3ccccc3)nn12)NCCCN1CCOCC1,58%[activator],-12,1%,116%[activator],7%,-16%
CC(C)=CC(=O)Nc1c(C)cc(C)cc1Cl,10%,-25,5%,-14%,-13%,3%
COCC1CCCCN1C(=O)CCCn1nnnc1CN1CCC(C)CC1 (stereo unspecified),-15%,19,4%,-5%,-9%,6%
COc1ccc(-c2csc(N3CCSCC3)n2)cc1,-1%,-12,0%,-22%,6%,2%
CCOC(=O)c1c(C)[nH]c(C)c1S(=O)(=O)N1CCC(C(=O)Nc2ccc(F)cc2F)CC1,.,-5,-1%,.,0%,.
O=C(CNC(=O)C12CC3CC(CC(C3)C1)C2)Nc1ncccc1O,32%[activator],7,-1%,-10%,-1%,.
CSc1nsc(SCC(=O)Nc2ccc(C(C)=O)cc2)n1,39%[activator],139,8%,-36%,-9%,1%
COc1ccccc1N(CC(=O)Nc1ccccc1C(F)(F)F)S(=O)(=O)c1ccc(C)cc1,.,-13,5%,.,10%,.
CN(C)C/C=C/C(O)(c1ccccc1)c1ccccc1,5%,-13,-7%,-3%,5%,3%
CCOC(=O)Cn1c(=O)c2c(nc(N3CCOCC3)n2Cc2ccccc2)n(C)c1=O,.,-27,-4%,.,-5%,.
COC(=O)c1cc2n(n1)CCN(Cc1cccc(OC)c1)C2=O,11%,-14,2%,13%,1%,7%
CC(C)C(=O)NC(Nc1ccc(S(N)(=O)=O)cc1)C(Cl)(Cl)Cl (stereo unspecified),-5%,27,-3%,-16%,-4%,-3%
Cc1nc2sc(C(=O)N(C)Cc3ccccc3)c(NC(=O)c3ccccc3)c2c(C)c1Cl,.,6,2%,.,2%,.
COc1ccc(N(CC(=O)NC2CCCCC2)C(=O)CNC(=O)c2ccco2)cc1OC,-13%,3,-13%,-4%,?,6%
COc1ccc(S(=O)(=O)CCC(=O)O)cc1,0%,-3,0%,-21%,-1%,8%
CCN(CC)C(=O)CCSc1nnc(-c2ccco2)o1,-1%,46,7%,3%,3%,2%
CCOC(=O)CNC(=O)CSc1cn(CC(=O)N2CCCCCC2)c2ccccc12,.,-35,5%,.,2%,.
Nc1nc(Br)c2c(F)cccc2c1-c1ccc(Cl)cc1,41%[activator],-2,-22%,-36%,-5%,-13%
C=C(C)c1nc(N)nc(N)n1,-2%,-8,22%,-6%,?,-3%
COc1cc(S(=O)(=O)N2CCN(c3ccccc3F)CC2)ccc1Cl,-2%,-30,7%,0%,4%,-3%
COc1ccccc1-n1cnc2cc(NCc3ccccc3O)ccc21,-12%,-35,2%,-38%,6%,-10%
Cc1ccc(CSc2nnc(-n3c(=O)c(C#N)cc4c(=O)n5cccc(C)c5nc43)s2)cc1,.,-10,-2%,.,17%,.
COc1ccccc1NC(=O)CN1CCN(CC(=O)Nc2ccc3c(c2)OCCO3)CC1,4%,6,-32%,5%,1%,-9%

Compounds shown so far with a furan ring, fused or not (2):
smiles,AMA1 RON2 block,HCMV inh,Sm TGR inh,AmpC inh no detg,AmpC detergent,FBPA Giardia inh
COc1ccc(N(CC(=O)NC2CCCCC2)C(=O)CNC(=O)c2ccco2)cc1OC,-13%,3,-13%,-4%,?,6%
CCN(CC)C(=O)CCSc1nnc(-c2ccco2)o1,-1%,46,7%,3%,3%,2%

Later entries:
smiles,AMA1 RON2 block,HCMV inh,Sm TGR inh,AmpC inh no detg,AmpC detergent,FBPA Giardia inh
Cc1cc(N(C)/N=C/c2ccccc2O)nc(-c2ccccc2O)n1,8%,13,4%,-17%,0%,5%
COC(=O)CCn1nnc(-c2cccs2)n1,13%,-11,7%,2%,-1%,1%
Cc1ccc(C(C)NC(=O)c2c(-c3ccccc3)noc2C)cc1C (stereo unspecified),-7%,20,4%,15%,4%,5%
C=CCN(CC=C)C(=S)NCCc1ccc(OC)c(OC)c1,10%,-29,-2%,-5%,?,-16%
CC1CN(C)C(C)c2c1oc1ccc(N)cc21 (stereo unspecified),0%,-40,3%,-9%,?,-8%
CCOc1ccc(CCNC(=O)c2c3c(nc4ccccc24)C(=O)N(C2CCCCC2)C3)cc1,.,8,-8%,.,-8%,.
COc1ccc(N(C(=O)c2ccncc2)S(=O)(=O)c2cccc([N+](=O)[O-])c2)cc1,-2%,16,32µM*,26%,-4%,.
Cc1cc(C)cc(N(C(=O)c2csnn2)C(C(=O)NC(C)(C)C)c2ccccn2)c1 (stereo unspecified),19%,5,.,3%,-11%,0%
O=C(Nc1ccc(F)cc1F)c1cc2ncc(CCCl)cn2n1,9%,?,2%,-23%,?,13%
COC(=O)/C(=N/Nc1ccc(C)cc1)N1CCCc2ccccc21,?,?,-6%,-7%,?,?
CNc1nnc(C(F)(F)F)s1,2%,31,-3%,-3%,1%,9%
O=C(CSc1nnc(CCCO)n1-c1ccccc1)NCCc1ccccc1,-1%,17,-3%,25%,7%,-2%
CCOc1ccccc1C(=O)N(Cc1ccccc1F)C1CCS(=O)(=O)C1 (stereo unspecified),.,-2,8%,.,4%,.
CCOc1ccc(C(=O)NC(C)(C)CC)cc1,6%,-16,.,-7%,0%,2%
COC(=O)c1ccc(COC(=O)C2CCN(S(=O)(=O)c3ccccc3C(=O)OC)CC2)cc1,-12%[11.6 µM],-5,.,29%,.,.
CC(OC(=O)c1ccc(Br)o1)C(=O)NCC1CCCCC1 (stereo unspecified),-8%,-14,.,-4%,.,.
Cc1cccc(C2c3[nH]c4ccccc4c3CCN2C(=O)Cc2n[nH]c(C)n2)n1 (stereo unspecified),12%,-17,14%,58%,5%,2%
O=S(=O)(NC1CCCC1)c1ccc(S(=O)(=O)N2CCCN(Cc3ccccc3)C2)cc1,-5%,-23,1%,-19%,-12%,-9%
CCCOc1ccc(Oc2nc(NC)nc(N3CCOCC3)n2)nn1,.,171,-1%,.,-4%,.
COc1ccc(S(=O)(=O)Nc2ccc(S(=O)(=O)Nc3cc(C)nc(C)n3)cc2)cc1OC,5%,15,2%,-4%,4%,?
Cc1nc(SCC(=O)NCc2ccc3c(c2)OCO3)nc(C)c1C,-7%,-40,.,-22%,.,.
CN(C)S(=O)(=O)c1cccc(C(=O)NCCOC(=O)c2cc(F)c(F)cc2Cl)c1,-8%,-14,3%,33%,0%,.
Cc1ccc(C(=O)c2c(C)oc3c2C(=O)C(=O)c2ccccc2-3)cc1,-24%,.,?,-21%,2%,0.63µM*
O=C(CSc1nc2[nH]ncc2c(=O)[nH]1)N1CCCC1,9%,-11,-16%,-13%,-6%,-5%
Oc1c(Br)cc(Br)cc1C=NCc1ccccc1,10%,4,3%,-38%,-6%,-6%

(list continues)
smiles,AMA1 RON2 block,HCMV inh,Sm TGR inh,AmpC inh no detg,AmpC detergent,FBPA Giardia inh
COc1ccccc1NC(=O)C1=C(C)Nc2nc(SCc3ccccc3)nn2C1c1cccs1 (stereo unspecified),.,?,-11%,.,?,.
COc1cc(C(=O)NC(=S)Nc2ccccc2[N+](=O)[O-])cc(OC)c1OC,43%[activator],17,?,-4%[2.29 µM],?,?
COc1ccc(N/C=C/C(=O)c2ccc(Cl)cc2)cc1,11%,97,5%,-41%,?,4%
CCCCn1c(SCc2cc(=O)[nH]c3ccccc23)nc2c1c(=O)n(C)c(=O)n2C,.,.,-19%,-21%,-4%,4%
COC(=O)C1=C(C)N(Cc2ccc(C)cc2)C(=O)/C1=C\c1ccc(O)c(OC)c1,?,119,?,-32%,?,-27%
O=C(NCCc1ccc(F)cc1)c1ccc2c(=O)n3c(nc2c1)CCC3,0%,32,0%,-4%,?,.
CN(C1CCCCC1)S(=O)(=O)c1cccc(C#N)c1,0%,?,5%,-13%,0%,4%
CN(CC(=O)Nc1ccc(F)c(F)c1F)C(=O)CN1C(=O)C2CCCCC2C1=O (stereo unspecified),-8%,?,-11%,10%,1%,-1%
O=c1[nH]c(=O)n(-c2cccc(Cl)c2)c(O)c1C=NCCCN1CCOCC1,13%,7,0%,0%,-7%,0%
CC(=O)Nc1ccc(Nc2ncnc3c2cnn3-c2ccccc2)cc1,3%,-3,13%,-20%,5%,-1%
Cc1cc[n+](-c2[nH]c(=O)sc2/C=N/N=C(\[O-])c2ccncc2)cc1C,83%[activator],-24,-9%,1%,-2%,-21%
CCOc1ccc(C(C)NC(=S)NCc2ccc(Cl)cc2)cc1 (stereo unspecified),4%,-74*,0%,-22%[2.29 µM],-2%,-7%
Cn1c2ccccc2c2c(C(=O)N3CCN(c4cccc(Cl)c4)CC3)cn(C3CCCCC3)c(=O)c21,.,?,1%,.,13%,.
Cc1ccc(NC(=O)/C(C#N)=C\c2ccc(Cl)cc2Cl)cc1C,.,-12,-1%,.,-4%,.
Cc1cc(C(F)(F)F)n2nc(-c3cnn(C)c3C(F)(F)F)cc2n1,4%,5,-2%,-18%,-6%,1%
Cc1ccc(C(=O)Oc2ccc(N3C(=O)CCC3=O)c(C)c2)cc1,13%,-12,2%,-11%,-2%,3%
O=C(c1ccccc1)N1CCN(C(=O)c2cccnc2)CC1,0%,6,1%,-9%,3%,12%
O=C(NC1CC1)C1=C[C@@H](c2ccccc2)C[C@@H](OCCCCO)O1,15%,?,-13%,8%,0%,6%
Cc1ccc[n+](CC(=O)c2ccc(Br)cc2)c1,5%,48,5%,-15%,?,-1%
O=C(COc1ccccc1-c1ccccc1)N/N=C/c1ccc2ccccc2c1,8%,-100*,1%,-17%,-7%,9%
Cc1ccc(NC(=O)CSc2nc3ncc(Br)cc3[nH]2)cc1C,8%,-32,-27%,-35%,-9%,-26%
CCOC(=O)[C@@H]1[C@H]2COc3ccc(Br)cc3[C@H]2N2C(=O)N(c3ccc(Br)cc3)C(=O)[C@]12C,3%,.,-18%,3%,-10%,-1%
Cc1cccc(NC(=S)N2CC3CC(C2)c2cccc(=O)n2C3)c1C (stereo unspecified),-7%[11.6 µM],11,-5%,-16%,?,-5%
CN(c1ccc(F)cc1)S(=O)(=O)N1CCCC(C(=O)NCc2ccccc2Cl)C1 (stereo unspecified),.,-40,9%,.,14%,.

Not a hit list, and some 7.8% of all compounds hit somewhere here.
